hIAP activ = human IAP activation; P09923; activation factor at 10 µM; AID 2524; purified human IAP, CDP-Star luminescence, 30 min; active compounds read high; 1 = vehicle-only enzyme, 0 = enzyme-free background; hit rate 0.16% among 330,000;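 active = activation factor of the enzyme at least 2-fold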; also: the source names both 10 and 20 µM as test concentration; values of inactives mirror those of a sister screen read the other way
Target sequence (P09923 whole entry, looked up): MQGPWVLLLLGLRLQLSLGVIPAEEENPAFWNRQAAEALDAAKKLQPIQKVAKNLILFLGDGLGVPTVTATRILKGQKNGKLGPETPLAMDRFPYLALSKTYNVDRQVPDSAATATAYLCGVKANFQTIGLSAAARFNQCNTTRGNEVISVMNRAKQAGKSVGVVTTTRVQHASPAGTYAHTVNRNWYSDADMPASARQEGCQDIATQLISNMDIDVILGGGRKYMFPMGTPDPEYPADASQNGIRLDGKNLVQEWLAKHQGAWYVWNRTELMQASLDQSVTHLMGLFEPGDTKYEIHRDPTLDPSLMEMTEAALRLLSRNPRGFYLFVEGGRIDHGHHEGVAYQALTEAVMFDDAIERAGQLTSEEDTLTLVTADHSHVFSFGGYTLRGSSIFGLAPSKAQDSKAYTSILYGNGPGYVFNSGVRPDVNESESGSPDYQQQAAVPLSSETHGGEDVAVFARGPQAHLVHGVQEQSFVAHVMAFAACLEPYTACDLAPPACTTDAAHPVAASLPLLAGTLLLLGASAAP
SENP8 inh = blocks human SENP8 cleavage of Nedd8 substrate. Q96LD8. recombinant SENP8, Nedd8 substrate fluorescence. inhibition, % at 20 µM. hit rate 0.64% among 360,000. AID 602440; in the data active = inhibition mostly above about 40%, no sharp cut-off; inactive = mostly below about 27%
Target sequence (Q96LD8 whole entry, looked up): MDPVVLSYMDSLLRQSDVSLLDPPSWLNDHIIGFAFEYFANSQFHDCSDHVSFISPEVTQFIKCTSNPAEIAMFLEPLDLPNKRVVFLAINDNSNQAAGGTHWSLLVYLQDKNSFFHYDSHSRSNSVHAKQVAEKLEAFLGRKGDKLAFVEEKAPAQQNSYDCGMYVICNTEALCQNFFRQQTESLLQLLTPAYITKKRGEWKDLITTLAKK
SENP6 inh = blocks the human protease SENP6; Q9GZR1; Recombinant SENP6 catalytic domain, aminoluciferin luminescence; inhibition, % at 10 µM; hit rate 1.8% among 330,000; AID 2599;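 active = inhibition above about 50% at the single tested dose, limit read from the data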;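 also: plate controls were DMSO wells with enzyme for no effect and DMSO wells lacking enzyme for full effect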
PfGluPho inh = PfG6PD (Plasmodium falciparum) enzyme inhibition; PfGluPho enzyme, NADPH resazurin-diaphorase fluorescence; inhibition, % at 20 µM; hit rate 0.78% among 350,000;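 active = inhibition reaching at least a set limit at 20 µM in the primary screen, cut at about 59% in these data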;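 also: 0% = DMSO wells with substrate and 100% = DMSO wells lacking glucose-6-phosphate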
SENP1 inh = blocks the human SENP1 SUMO protease catalytic domain; hit rate 0.21% among 360,000; recombinant SENP1 catalytic domain, CyPet-SUMO1-YPet FRET cleavage; Q9P0U3; inhibition, % at 10 µM;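 active = inhibition at least 30% at 10 µM, raw YFP signal under a set limit, fluorescence ratio 0.5 to 1.5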;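 also: 0% = enzyme with DMSO and 100% = no enzyme wells; some results filed as inactive read as strong as hits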
Target sequence (Q9P0U3 419-644 limits assumed): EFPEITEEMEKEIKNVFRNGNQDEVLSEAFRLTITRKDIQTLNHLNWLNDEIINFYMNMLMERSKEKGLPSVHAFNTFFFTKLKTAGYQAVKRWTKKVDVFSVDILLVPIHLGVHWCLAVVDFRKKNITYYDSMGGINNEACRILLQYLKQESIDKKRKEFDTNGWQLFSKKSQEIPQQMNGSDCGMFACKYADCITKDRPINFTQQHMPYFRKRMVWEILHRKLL
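Test system: human SENP1 catalytic domain; medium: Tris pH 8 buffer plus EDTA, NaCl, BME, BSA, NP40, catalase; incubation: 50 min reaction at room temperature; technique: FRET, CFP and YFP emission; controls: no-enzyme low control and enzyme-plus-DMSO high control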
GRIN3A LBD mod = NR3A (human) ligand-binding domain modulation | NR3A LBD differential scanning fluorimetry, Tm shift; 0% = protein alone, 100% = glycine-bound protein | Tm shift relative to glycine control, % at 25 µM | hit rate 2.5% among 340,000 | AID 1259313;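 active = melting temperature shift of at least 10% of the positive control shift, at one fixed dose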
ATG4B inh = blocks human ATG4B protease cleavage of LC3 substrate. Q9Y4P1. ATG4B cleavage of LC3-PLA2, NBD-HPC fluorescence, 1 h. inhibition, % at 8.33 µM. hit rate 0.51% among 340,000; in the data active = inhibition above about 40%
MPTP block = blocks calcium-induced mitochondrial swelling | isolated mouse mitochondria, Ca2+ swelling absorbance, 30 min | AID 602449 | inhibition, % at 10 µM | hit rate 1.4% among 360,000;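 active = inhibition of 50% or more, scaled per plate between neutral and stimulator controls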;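 also: 0% = DMSO wells given calcium and 100% = 1 mM EGTA wells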
Starred values were filed as active, the others as inactive; i = inactive; . = not tested or not shown.

nr	mol	hIAP activ	SENP8 inh	SENP6 inh	PfGluPho inh	SENP1 inh	GRIN3A LBD mod	ATG4B inh	MPTP block
1	Cn1c(=O)c2c(c3ccccc31)OC(=O)CC2c1cccnc1 (configuration not stated)	.	4	.	-15	1	-9	9	3.4
2	CCOC(=O)C1=C(N)OC2=C(C(=O)CC(C)(C)C2)C1c1cc(CSc2nnnn2C)cs1 (configuration not stated)	0.98	12	13	2	2	0	-14	0.7
3	COC1=CC(=O)OC12CCCCC2	0.85	0	13	8	0	0	-5	1.3
4	CCn1ccc2c(OCC(=O)NCCc3ccc(OC)c(OC)c3)cccc2c1=O	0.81	-48	0	-1	-2	3	-11	-0.9
5	COc1cc(/C=C/C(=O)OCC(=O)NC(=O)NC(C)C)cc(OC)c1OC	1.1	-335	-11	-6	2	-2	0	-1.4
6	CCN(C[C@H]1N[C@@](CC)(C(=O)OC)[C@H]2C(=O)N(Cc3ccccc3)C(=O)[C@@H]12)S(=O)(=O)c1ccc(C(C)(C)C)cc1	0.96	13	22	-1	0	-2	-2	-0.3
7	CC(C)Oc1ccc(CN2CCCC(CO)(Cc3ccc(F)cc3)C2)cc1 (configuration not stated)	1.2	5	10	-6	-4	2	2	0.6
8	CC(Sc1nc2ccccc2[nH]1)C(=O)O (configuration not stated)	0.92	11	1	-6	0	1	-3	-1.2
9	CCSc1nc(N)c(C#N)c(-c2ccco2)c1C#N	0.94	-249	-14	3	-7	-5	-11	-5.6
10	COc1cccc2cc(C(=O)N3CCN(c4ccccn4)CC3)c(=O)oc12	1.1	10	-19	-13	-2	1	1	1.6
11	COC(=O)Cc1c(O)ccn(Cc2cccc(C(F)(F)F)c2)c1=O	1.1	6	-4	17	1	-2	6	-0.6
12	Cc1ccc(/C=C2\CC(C)CC3=C2NC(=S)NC3c2ccc(C)cc2)cc1 (configuration not stated)	0.92	2	1	50	-8	0	-9	1.7
13	c1ccc(CSc2nnc(-c3cccnc3)o2)cc1	1.1	15	-4	-4	-1	0	-1	1.4
14	O=C(Nc1ccc2c(c1)OCO2)c1cc2ncc(Br)cn2n1	.	0	.	2	6	-2	-1	-1.3
15	OC(COc1c(Br)cc(Br)cc1Br)CN1CCOCC1 (configuration not stated)	.	14	.	-4	4	-1	-5	0.3
16	O=C(NCC1CCCO1)c1ccc(N2CCCCC2)c([N+](=O)[O-])c1 (configuration not stated)	0.83	16	1	-5	1	-3	-1	-1.5
17	CC1=C(C(=O)OC(C)(C)C)C(c2ccc(Br)cc2)NC(=O)N1CCCC(=O)O (configuration not stated)	0.92	.	-15	-9	.	0	-6	.
18	O=C(CSc1nc(-c2ccccc2)nn1C(=O)c1ccccc1)Nc1cccc([N+](=O)[O-])c1	0.88	8	8	17	3	13*	-6	50*
19	Cc1ccccc1-c1cc2c(nn1)-c1ccccc1C2=O	1.2	105*	100*	-5	2	0	9	-0.2
20	Cc1cc(C)n2nc(SCCOc3ccccc3F)nc2n1	0.97	9	5	1	3	0	-1	5.1
21	COc1ccc(CCN2CC(C(=O)OCC(=O)N(C)CC(=O)Nc3ccccc3Cl)CC2=O)cc1OC (configuration not stated)	.	8	.	-1	0	8	-4	0.3
22	COC(=O)C1CCN(C(=O)Cn2nnc(-c3cccc(F)c3)n2)CC1	1.1	15	-1	3	1	0	1	1.0
23	O=C(Nc1nc2ccc(F)cc2s1)c1ccc(N2CCCC2=O)cc1	1.5	-329	-9	-5	-1	11*	-7	-0.8
24	Cc1ccccc1CC(=O)c1ccc(O)c(C)c1O	0.97	3	-8	-2	-1	-9	-5	2.3
25	COc1cc(CC(CC(=O)c2ccc3c(c2)OCO3)C(=O)O)cc(OC)c1OC (configuration not stated)	.	6	.	1	1	0	3	-0.3
26	O=C(Nc1ccc(F)cc1)c1cccc(NC(=O)C2C3CC4OC(=O)C2C4C3)c1 (configuration not stated)	1.2	15	-3	-5	1	-1	-6	2.6
27	Cn1c(N)c(C(=O)CSc2nc3ccccc3n2-c2ccccc2)c(=O)n(C)c1=O	1.1	24	-1	6	-1	0	1	0.4
28	COc1ccc(CC(=O)NCCS(=O)(=O)N2CCN(c3ccccc3)CC2)cc1OC	0.94	1	-3	3	-1	-2	2	-2.8
29	O=C(Nc1c(Cl)cc(Cl)cc1C(=O)NCCN1CCOCC1)c1cccc([N+](=O)[O-])c1	1.1	7	-11	-1	1	-3	-9	-0.3
30	CC(=O)Nc1ccc(S(=O)(=O)Nc2ccc(NC(=O)c3ccco3)cc2)cc1	0.88	8	5	-6	3	-2	12	0.1
31	CCN(c1ccccc1)S(=O)(=O)c1ccc(OC)c(NC(=O)C2CC2)c1	1	-4	-5	-10	0	-3	7	0.4
32	COc1ccc(CCNC(=O)C2CCC(=O)N(CCc3ccc(OC)cc3)C2)cc1 (configuration not stated)	1.1	11	-20	-5	0	2	-5	2.6
33	Cn1cnnc1SCC(=O)NC1CCCCC1	1.1	5	-7	-14	1	-2	1	0.7
34	CSc1nnc(-c2cccs2)n1-c1ccccc1	1.3	-1	-7	-7	1	-6	1	1.5
35	O=C(CCn1c(=O)oc2ccccc21)NCc1cccs1	1.1	4	-14	0	1	-2	-2	0.3
36	COc1ccc(C(CNC(=O)c2cccc(S(=O)(=O)Nc3ccccc3OC)c2)N2CCOCC2)cc1 (configuration not stated)	1.1	10	-9	-12	0	-1	0	-0.1
37	O=C(NCc1ccccn1)C1CN(S(=O)(=O)c2ccccc2)CCN1S(=O)(=O)c1ccccc1 (configuration not stated)	0.97	-27	4	2	-8	-1	-9	-1.0
38	O=C(O)Cn1nc(-c2ccccc2)ccc1=O	1.1	-2	-11	-10	1	-2	-1	4.3
39	O=C1c2sc3nc4ccccc4n3c2C(=O)N1c1ccccc1Cl	0.94	-30	2	13	1	-7	-7	2.1
40	Cc1cnc(CNC(=O)c2ccc3oc(Cc4ccccc4)nc3c2)[nH]1	1.2	-30	-10	-3	-3	0	3	-0.2
41	CCOC(=O)c1cc(-c2ccc(N3CCOCC3)cc2)nn1-c1ccccc1	0.88	-112	-9	7	0	0	-1	0.2
42	CCCCN(C(=O)NC(=O)Nc1ccccc1OC)S(C)(=O)=O	1.2	4	-2	-1	1	-4	-21	0.3
43	COCCNC(=O)c1cn(CCOC)c(=O)c2c1c1ccccc1n2C	0.92	-279	5	-1	2	0	-4	-0.7
44	O=C(COC(=O)C1=COCCO1)Nc1cccc(Oc2ccccc2)c1	0.96	36	-17	-4	2	0	1	-0.6
45	CC(C)C[C@@H](CO)N(Cc1ccccc1)S(=O)(=O)N(Cc1ccccc1)[C@H](CO)CC(C)C	0.93	10	-8	29	1	2	-11	23
46	O=C(Nc1nc(-c2cccnc2)cs1)c1ccccc1[N+](=O)[O-]	1.2	2	7	-1	0	-3	-2	-2.5
47	COc1ccc(-c2csc3ncnc(N4CCN(S(=O)(=O)c5ccc(Cl)s5)CC4)c23)cc1	0.99	-1	-13	0	-6	11*	-9	1.4
48	COc1ccccc1C(=O)Nc1ccc(S(=O)(=O)N2CCN(C)CC2)cc1	1	21	-29	1	1	2	-10	1.1
49	Cc1ccc(NC(=O)CN2C(=O)NC3(CCC(C)CC3)C2=O)c(Cl)c1 (configuration not stated)	0.89	1	1	-1	0	1	0	0.2
50	CCOC(=O)c1ccc(N=C2SC(C(=O)NC)CC(=O)N2Cc2ccc(F)cc2)cc1 (configuration not stated)	1.2	15	36	5	3	-8	1	-0.3
51	CSc1ncccc1C(=O)NC1CC(C)(C)Cc2c1cnn2-c1ccccc1C (configuration not stated)	1.2	-5	12	5	0	2	-4	-0.6
52	CC(=O)Nc1c(-c2ccccc2)nc2ccc(Cl)cn12	1.1	-372	-22	3	2	-1	1	2.6
53	Cc1ccsc1C(=O)OCC(=O)Nc1cccc(S(=O)(=O)N2CCOCC2)c1	0.97	7	-2	-14	1	-1	-8	1.8
54	Cc1cc(C)c(S(C)(=O)=O)c(=O)[nH]1	0.94	10	-1	-1	0	0	0	-1.1
55	CCN(CC)S(=O)(=O)c1ccc(C)c(NC(=O)CNc2cccc(S(=O)(=O)N3CCCC3)c2)c1	1	0	-7	2	0	1	-9	0.7
56	O=c1cccc2n1Cc1cc3ccccc3nc1-2	0.83	i	-4	0	-10	-3	12	0.1
57	CCCCn1c(SCC(=O)NCc2ccco2)nc2c1c(=O)n(C)c(=O)n2C	0.96	27	12	-4	1	0	-4	0.3
58	N#C/C(=C/c1cn(CC(=O)O)c2ccccc12)c1ccc(F)cc1	1	10	5	-26	-12	5	2	-0.5
59	COc1cccc(CNS(=O)(=O)c2ccc3c(c2)oc(=O)n3C)c1	1.2	13	2	-1	10	-4	1	0.0
60	O=C(COC(=O)c1ccco1)NCc1ccco1	0.95	19	-3	-3	1	-1	7	-1.9

Rewritten in transposed form: part of the list above.
#40 Cc1cnc(CNC(=O)c2ccc3oc(Cc4ccccc4)nc3c2)[nH]1
#19 Cc1ccccc1-c1cc2c(nn1)-c1ccccc1C2=O

Assay by compound,40,19
hIAP activ,1.2,1.2
SENP8 inh,-30,105*
SENP6 inh,-10,100*
PfGluPho inh,-3,-5
SENP1 inh,-3,2
GRIN3A LBD mod,0,0
ATG4B inh,3,9
MPTP block,-0.2,-0.2

Continued:
nr	mol	hIAP activ	SENP8 inh	SENP6 inh	PfGluPho inh	SENP1 inh	GRIN3A LBD mod	ATG4B inh	MPTP block
61	CC(Sc1ccc2nnc(-c3ccc(F)cc3)n2n1)C(=O)O (configuration not stated)	1	-112	-10	57	-2	0	-9	-1.4
62	O=C(Cn1nnc2ccccc21)c1cccc([N+](=O)[O-])c1	0.91	23	2	-4	0	-3	-3	-0.9
63	COc1ccc(C(=O)Nc2ccc(N3CCN(C)CC3)cc2)cc1[N+](=O)[O-]	0.96	3	-5	5	3	0	0	-1.3
64	O=C(CCc1nnc(Cc2cccc(C(F)(F)F)c2)o1)NC1CC1	1.2	1	-5	2	1	0	-2	0.1
65	O=C(O)C1(Nc2ccc(Br)cc2)CCCC1	.	17	.	-14	-3	0	7	0.7
66	CCC(Sc1nc2ccsc2c(=O)n1-c1ccc(Cl)c(C)c1)C(=O)NCc1ccco1 (configuration not stated)	1	13	12	8	0	-9	15	0.8

SENP6 inh, what is marked active above
no. | compound | hIAP activ | SENP6 inh | PfGluPho inh | SENP1 inh | GRIN3A LBD mod | ATG4B inh | MPTP block
19 | Cc1ccccc1-c1cc2c(nn1)-c1ccccc1C2=O | 1.2 | 100* | -5 | 2 | 0 | 9 | -0.2

Bioassay records: PubChem, Sanford-Burnham Center for Chemical Genomics
